Compound activity: PubChem BioAssay, several laboratories
Furin inhibitor = human furin inhibitors, primary screen, biochemical, fluorescence intensity; purified furin, fluorogenic substrate cleavage; inhibition, % at 30 µM; actives 0.061% (n = 220,000); AID 463115, 2010; in the data active = inhibition above about 25%; also: inactives centre near -15
p97 ATPase inh = inhibitors of human p97 ATPase, primary screen, biochemical. recombinant p97 ATPase, Kinase-Glo ATP luminescence, 3 h. inhibition, % at 8 µM. Transitional endoplasmic reticulum ATPase (Homo sapiens), P55072. actives 0.42% (n = 220,000); in the data active = inhibition above about 15%;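 also: 0% = DMSO vehicle and 100% = wells lacking enzyme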
EBV gp42 block = Epstein-Barr virus gp42 inhibitors, primary screen, biochemical, uHTS, fluorescence polarization | Fluorescence polarization binding assay, mP read-out | inhibition, % (tested at 21.74 µM) | actives 0.42% (n = 220,000) | AID 1085, 2008; in the data active = inhibition above about 50%
p47phox inh = p47phox/p22phox peptide binding inhibitors, primary screen, biochemical, uHTS, NADPH oxidase regulatory subunit; Neutrophil cytosol factor 1 (Homo sapiens), P14598; fluorescence polarization, 2 h; inhibition, % at 24.7 µM; actives 0.53% (n = 220,000); AID 1274, 2008;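 active = inhibition above about 30%, limit read from the data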;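 also: 0% = p47phox with labelled peptide and 100% = labelled peptide alone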
Target sequence (P14598 whole entry, looked up): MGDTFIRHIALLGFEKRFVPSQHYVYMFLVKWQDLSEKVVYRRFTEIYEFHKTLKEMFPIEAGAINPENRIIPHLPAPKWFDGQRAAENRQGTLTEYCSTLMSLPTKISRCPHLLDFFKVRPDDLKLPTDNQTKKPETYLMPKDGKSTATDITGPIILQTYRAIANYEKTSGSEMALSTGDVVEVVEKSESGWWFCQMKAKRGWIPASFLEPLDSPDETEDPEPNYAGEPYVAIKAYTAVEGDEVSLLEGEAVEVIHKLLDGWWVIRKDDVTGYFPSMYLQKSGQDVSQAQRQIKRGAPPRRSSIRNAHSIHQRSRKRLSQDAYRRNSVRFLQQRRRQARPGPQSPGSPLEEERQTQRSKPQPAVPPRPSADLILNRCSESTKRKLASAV
Runt-CBFb FRET = inhibitors of RUNX1 Runt–CBFb binding, primary screen, biochemical, FRET, Cerulean-Runt, Venus-CBFb, uHTS; Runt-related transcription factor 1 (Homo sapiens) + Core-binding factor subunit beta …; Cerulean-Runt/Venus-CBFb FRET ratio 530/480, 1 h; inhibition, % at 20 µM; actives 0.46% (n = 220,000);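 active = inhibition over about 50% at 20 µM in the single-dose screen, limit read from the data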;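 also: 0% = DMSO wells and 100% = excess unlabeled CBFb competitor control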
Target sequence (Q01196 whole entry, looked up): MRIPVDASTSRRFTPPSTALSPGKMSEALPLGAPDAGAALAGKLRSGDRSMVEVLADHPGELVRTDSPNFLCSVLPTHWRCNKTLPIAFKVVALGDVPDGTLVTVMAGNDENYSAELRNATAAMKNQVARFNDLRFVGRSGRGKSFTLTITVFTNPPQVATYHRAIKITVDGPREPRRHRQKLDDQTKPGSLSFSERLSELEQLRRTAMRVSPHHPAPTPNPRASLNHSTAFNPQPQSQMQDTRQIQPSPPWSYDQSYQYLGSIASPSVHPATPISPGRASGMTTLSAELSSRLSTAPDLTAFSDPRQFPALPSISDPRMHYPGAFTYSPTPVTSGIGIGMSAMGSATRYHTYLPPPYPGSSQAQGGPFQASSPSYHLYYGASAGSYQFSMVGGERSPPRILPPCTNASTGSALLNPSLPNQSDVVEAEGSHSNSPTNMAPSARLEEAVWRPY
Target sequence (Q13951 whole entry, looked up): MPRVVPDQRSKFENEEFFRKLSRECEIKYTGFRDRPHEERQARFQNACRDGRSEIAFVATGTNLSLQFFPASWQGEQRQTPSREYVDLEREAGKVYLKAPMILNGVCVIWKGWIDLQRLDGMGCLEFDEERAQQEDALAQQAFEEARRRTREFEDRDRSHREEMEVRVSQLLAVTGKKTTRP
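Assay system: Cerulean-tagged RUNX1 Runt domain (FRET donor) fusion protein / Amount: 100 nM each of Venus-CBFb and Cerulean-Runt domain / Medium: Tris buffer pH 7.5 with salts and BSA / Also added: Venus-CBFb 100 nM / Schedule: 1 h complex formation plus 1 h compound treatment, room temperature / Signal: FRET fluorescence / Read-out: loss of energy transfer signal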
Runt-SMMHC FRET = inhibitors of RUNX1 Runt–CBFb-SMMHC binding, primary screen, biochemical, FRET, Cerulean-Runt, Venus-CBFb-SMMHC, uHTS; Runt-related transcription factor 1 (Homo sapiens) + Core-binding factor subunit beta …; actives 0.74% (n = 220,000); inhibition, % at 20 µM; Cerulean-Runt/Venus-CBFb-SMMHC FRET ratio 530/480, 1 h; AID 1434, 2008;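 active = mean inhibition across duplicate retests at 20 µM reaching about 50%, limit read from the data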;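 also: 0% = DMSO wells and 100% = wells with excess untagged CBFb-SMMHC; inhibitors lower the FRET ratio by blocking Runt binding to CBFb-SMMHC; some results filed as inactive read as strong as hits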
RBBP9 inh = human RBBP9 inhibitors, primary screen, biochemical, fluorescence polarization, FP-Rh probe, HTS. recombinant RBBP9. inhibition, % at 7.94 µM. actives 0.2% (n = 220,000). AID 1515, 2009;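 active = inhibition above the campaign mean of all tested compounds plus 3 SD, cut at about 14% in these data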;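 also: plate controls were DMSO wells with RBBP9 for no effect and wells lacking RBBP9 protein for full effect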
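Assay system: recombinant human RBBP9; Reagent: Serine-hydrolase probe FP-Rh, 375 nM pre-mixing; Doses: 7.94 µM single dose, 0.794% DMSO; Incubation: 30 min then 45 min, 25 °C; Detection: fluorescence polarization (mP), excitation 525 nm, emission 598 nm; Evaluation: percent inhibition from mP, scaled between DMSO and no-protein wells.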
TbHK1 inh = Trypanosoma brucei hexokinase 1 inhibitors, primary screen, biochemical, G6PDH-coupled NADH absorbance, MLSCN library; hexokinase 1 [Trypanosoma brucei]; recombinant TbHK1, G6PDH-coupled NADH A340; inhibition, % at 10 µM; actives 0.11% (n = 220,000); AID 1430, 2008;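 active = inhibition of 50% or more in the single-dose primary screen; inactive = inhibition below 50%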
Calpain2 inh = inhibitors of pig calpain II, primary screen, biochemical, fluorogenic peptide substrate, 1536-well; inhibition, % at 16 µM; purified calpain II, 30 min; actives 0.37% (n = 220,000); AID 1236, 2008;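 active = inhibition above about 50%, limit read from the data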
Numbers without * were called inactive; i = inactive; / = not tested or not shown; [ ] = another dose, or the depositor's remark.

mol | Furin inhibitor | p97 ATPase inh | EBV gp42 block | p47phox inh | Runt-CBFb FRET | Runt-SMMHC FRET | RBBP9 inh | TbHK1 inh | Calpain2 inh
CCCCCCNS(=O)(=O)c1ccc(OC)c(OC)c1 | -13 | -5 | -12 | 6 | -2 | 4 | -9 | 1 | 7
CC1CCN(C(=O)CSc2nc3c(cnn3-c3ccc(Cl)cc3)c(=O)[nH]2)CC1 | -24 | -1 | -2 | -8 | -11 | 1 | -5 | -5 | -79
O=C1c2ccccc2C(=O)N1CCCC(=O)N1CCc2ccccc21 | -11[20 µM] | -4 | -1 | -3 | 1 | 0 | -1 | -1 | -2
CCN(CC(=O)NC(C)(C)C)Cc1nc2c(Br)cc(Br)cc2c(=O)[nH]1 | -17 | 5 | -1 | -10 | -3 | -6 | -3 | -4 | 1
CCN(CC)C(=O)CSc1nnc(-c2cnccn2)n1-c1ccccc1 | -10 | 1 | -13 | -21 | 0 | -3 | -10 | 13 | -21
Cc1cc(C)cc(NC(=O)C(OC(=O)c2ccc([N+](=O)[O-])o2)c2ccccc2)c1 (centres undefined) | -5 | -4 | -3 | -12 | 0 | 0 | -12 | -3 | -21
O=C(CN1CCSCC1)N/N=C/c1cccc(Cl)c1 | -8 | -5 | -4 | 1 | -1 | 0 | -8 | 10 | 9
CNC(=O)c1c(NC(NC(=O)c2ccco2)C(=O)c2ccc(Cl)cc2)sc2c1CCCC2 (centres undefined) | -9[20 µM] | -6 | -7 | -23 | / | 16 | 0 | -14 | -48
COC(=O)N/N=C/c1cn(CCCOc2ccc(C)cc2)c2ccccc12 | -8 | 0 | -12 | -17 | -5 | -4 | -10 | 31 | 10
CN(C)C(=O)N1CCC(C(=O)NCc2cccs2)CC1 | -11 | 4 | -14 | -1 | 1 | -4 | -6 | 2 | -10
O=C(Nc1ccc(N2CCN(C(=O)c3ccc(Cl)cc3)CC2)cc1)c1ccc2c(c1)OCCO2 | -1[20 µM] | -4 | -15 | -11 | 4 | -1 | -6 | 1 | -26
CCCn1c(-c2ccc(F)cc2)cnc1SCC(=O)O | -22[20 µM] | -1 | -20 | -23 | 0 | 0 | -6 | -1 | -37
O=[N+]([O-])c1ccccc1CSc1nc2ccccc2o1 | -34 | 2 | -4 | -13 | -2 | -2 | -11 | 2 | 10
CCc1c(O)c(/C(C)=N\O)c(=O)n(-c2ccccc2)c1-c1ccccc1 | 5 | -1 | -25 | 1 | 1 | 2 | -1 | 19 | 2
Cc1ccc(NC(=O)COC(=O)c2cccnc2)c(C)c1 | -16 | 7 | -14 | -2 | 1 | -7 | 0 | -3 | -33
Nc1cccc2c1C(=O)N(C(=O)c1ccc(S(=O)(=O)N3CCCCCC3)cc1)C2=O | -16[20 µM] | -2 | -8 | -15 | 12 | 58* | -2 | -8 | i
C#CCSc1nc(-c2ccccc2)cc(C(F)(F)F)c1C#N | -16[20 µM] | -6 | -23 | -31 | -2 | -8 | -6 | -2 | -106
CC1=NN(c2cccc([N+](=O)[O-])c2)C(=O)C1 | -31 | 4 | -11 | -9 | -4 | -4 | -5 | -5 | -47
O=S(=O)(Cc1ccccc1Cl)Nc1ccccn1 | -18[20 µM] | 6 | -17 | -12 | -3 | 2 | 10 | -1 | -69
CCCCn1c2c(c(=O)n(C)c1=O)C(c1ccc(OC)cc1)N1CCCCCC1=N2 (centres undefined) | -13 | -2 | -15 | -15 | -8 | 1 | -5 | -15 | -27
CCOC(=O)N1CCC(N(CCN(C)C)C(=S)Nc2ccc(F)c(Cl)c2)CC1 | -21 | 2 | -4 | -10 | 4 | 5 | -8 | 1 | -22
Cc1ccc2[nH]c(=O)c(-c3nc4ccccn4c3NCc3ccco3)cc2c1 | 2[20 µM] | -6 | -15 | 15 | 12 | 10 | -4 | 1 | 5
CCCOc1ccc(C(=O)CCC(=O)OCC(=O)Nc2ccc(OCC)cc2)cc1 | -12 | -9 | -33 | -15 | 0 | -2 | -3 | -6 | 12
COc1ccc(/C=C/C(=O)N2CCN(S(=O)(=O)c3ccccc3)CC2)cc1OC | 4 | -5 | -4 | -2 | -2 | 3 | -4 | -14 | -42
CCOC(=O)C1=C(C)NC(=O)C(C#N)C1c1ccncc1 (centres undefined) | -19 | 6 | -5 | -2 | 2 | 3 | -4 | -11 | 4
CCc1nc2cc(Cl)c(Cl)cc2[nH]1 | -22[20 µM] | 1 | -12 | 10 | -2 | -9 | 9 | 4 | 5
CCOC(=O)c1c(C)n(-c2ccc(C)cc2)c2ccc(OCC(O)CN3CCN(C)CC3)cc12 (centres undefined) | -25 | 2 | -17 | 54* | -3 | -6 | 2 | 4 | -52
Cc1scc(C(=O)N/N=C/c2ccsc2)c1C | -12 | 3 | -10 | -6 | -3 | -4 | 0 | -8 | 30
CCOC(=O)C1(Cc2ccccc2)CCN(Cc2cn(CC(=O)OC)c3ccccc23)CC1 | -19 | 1 | -10 | -10 | 0 | 0 | -5 | 17 | 12
O=C(N/N=C/c1cccc(Cl)c1Cl)Nc1ccccc1 | -20 | 3 | -2 | -8 | / | 0 | 6 | -16 | -1
Cc1cccc(C)c1NC(=O)Nc1ccc2c(c1)OCO2 | -27 | 4 | -6 | -7 | 1 | -1 | 9 | 3 | -13
Cc1cc(C(=O)Nc2sc3c(c2C#N)CCCC3)no1 | -15 | -3 | -30 | -8 | 41 | 23 | -4 | -15 | 10
COc1ccccc1Oc1ccc(NC(=O)c2ccccc2)cc1 | -30 | 1 | 0 | / | 0 | 0 | 1 | 6 | 1
Cc1cc2c(n1-c1ccc(Br)cc1)CC(C)(C)CC2=O | -21[20 µM] | -4 | 5 | -12 | -3 | 1 | -7 | 11 | 14
C=CCN(CC=C)S(=O)(=O)c1ccc(C(=O)Nc2sc3c(c2C(N)=O)CCCCC3)cc1 | -1 | 5 | -21 | -18 | 14 | -16 | 0 | 12 | -32
COc1ccc(N(CC(=O)NCc2ccc(C)cc2)S(=O)(=O)c2ccccc2[N+](=O)[O-])c(OC)c1 | -6 | -5 | -11 | -5 | -1 | -2 | -7 | 6 | 30
CCOC(=O)C1CCN(Cc2coc3ccc(Cl)cc3c2=O)CC1 | -4[20 µM] | 1 | 0 | -8 | 2 | 2 | -10 | -1 | -14
COc1cccc(C(=O)O/N=C(\N)c2ccncc2)c1OC | -22 | 1 | -7 | -9 | 2 | 2 | -2 | 20 | -7
CC1=NN(c2ccc(C(=O)O)cc2)C(=O)/C1=C\c1ccc(OC(=O)c2cccs2)cc1 | -24 | 12 | -4 | -3 | 0 | 1 | -5 | 4 | -4
CS(=O)(=O)N(CC(=O)N1CCCC1)c1ccc(Cl)c(Cl)c1 | -14[20 µM] | 0 | -8 | -9 | 0 | 0 | -2 | 4 | 9
CN(C)S(=O)(=O)c1ccc(Oc2ccc(S(=O)(=O)N(C)C)cc2)cc1 | -19[20 µM] | 3 | -3 | -16 | -3 | 2 | -5 | -4 | -1
S=C(NC12CC3CC(CC(C3)C1)C2)N1CCOCC1 | -34 | 2 | -13 | -16 | 0 | -3 | 4 | -5 | -17
CO/N=C/c1ccc(N2CCN(C(=O)c3cccc(C(F)(F)F)c3)CC2)c([N+](=O)[O-])c1 | -8[20 µM] | -2 | -10 | -11 | -5 | -5 | -3 | -5 | 28
COc1cccc2sc(Nc3nc4ccc(NC(C)=O)cc4s3)nc12 | -2 | 2 | -17 | -2 | 2 | 0 | -6 | 4 | -244
O=c1[nH]c(=O)n(C2CCCCCC2)c(O)c1C=NCc1ccc(F)cc1 | 7[20 µM] | 0 | -20 | -11 | -3 | 0 | -4 | -7 | -9
Cc1ccc(C(=O)NCCNS(=O)(=O)c2ccccc2)cc1 | -20 | 6 | -8 | -4 | -2 | -1 | -1 | 4 | -3
COc1ccc(N(CC(=O)N2CCCCC2)S(=O)(=O)c2c(C)nn(C)c2C)cc1 | -39 | 2 | -9 | -21 | 0 | 8 | -10 | -1 | 10
CCn1c(SCc2cccc(C)c2)nnc1-c1ccccc1 | -1[20 µM] | -4 | -6 | -10 | -2 | 5 | 2 | 0 | 1
COc1ccc(C(=O)C(OC(=O)CNC(=O)c2ccco2)c2ccccc2)cc1 (centres undefined) | -10 | 3 | 7 | -37 | / | -5 | -1 | -2 | 16
O=C(CCC1CCCC1)Nc1nnc(-c2ccc3c(c2)OCO3)s1 | -8 | 6 | -1 | 8 | 4 | 13 | -1 | -7 | -2

Some of these compounds in order of the p97 ATPase inh value, descending.
smiles	Furin inhibitor	p97 ATPase inh	EBV gp42 block	p47phox inh	Runt-CBFb FRET	Runt-SMMHC FRET	RBBP9 inh	TbHK1 inh	Calpain2 inh
O=C(CCC1CCCC1)Nc1nnc(-c2ccc3c(c2)OCO3)s1	-8	6	-1	8	4	13	-1	-7	-2
O=c1[nH]c(=O)n(C2CCCCCC2)c(O)c1C=NCc1ccc(F)cc1	7[20 µM]	0	-20	-11	-3	0	-4	-7	-9
CCn1c(SCc2cccc(C)c2)nnc1-c1ccccc1	-1[20 µM]	-4	-6	-10	-2	5	2	0	1

Further results
mol | Furin inhibitor | p97 ATPase inh | EBV gp42 block | p47phox inh | Runt-CBFb FRET | Runt-SMMHC FRET | RBBP9 inh | TbHK1 inh | Calpain2 inh
CC(C)NC(=O)c1ccccc1NC(=O)C1CCCO1 (centres undefined) | -16[20 µM] | 4 | -15 | -14 | 2 | 0 | 4 | 1 | -44
CC(=O)c1ccc(S(=O)(=O)N2CCNCC2)cc1 | -19 | 9 | -7 | -1 | 2 | -6 | -1 | -6 | 31
Cc1cc(=O)[nH]c(N/N=C/c2cc(C)n(CC(F)(F)F)c2C)n1 | -17 | 5 | 1 | -17 | 0 | 1 | 3 | -49 | -10
CCOP(=O)(OCC)c1nc(-c2cccc3ccccc23)oc1NCCc1ccc(OC)cc1 | -100 | -10 | -2 | -10 | -6 | 3 | -4 | 13 | i
COc1ccc(Br)cc1C(=O)N/N=C/c1ccc([N+](=O)[O-])cc1 | -30 | -1 | -4 | -5 | 1 | -1 | -7 | -5 | -88
CC(C)(C)OC(=O)N1CCC(C(=O)N2CCOCC2)CC1 | -18 | 6 | -3 | -7 | 84* | 0 | 4 | 1 | -26
CCN(CC)c1ccc(/C=C(\C#N)C(=O)NCc2ccccc2)cc1 | -11 | -12 | -8 | -127 | 79* | 59* | -4 | 3 | -35
CCOc1ccc(/C=C(\C#N)C(=O)Nc2cccnc2)cc1 | -18 | 2 | -2 | -1 | 0 | 1 | -8 | -17 | -25
CC(=O)Nc1ccc(S(=O)(=O)Nc2nc3ccccc3nc2Sc2nncn2C)cc1 | -4 | -6 | 44 | -7 | 48 | 72* | -5 | -21 | -76

This is a random part of the collection. About 2.7% of those tested had a hit in this group.
